From PubChem BioAssay
D1 antag: human D1 dopamine receptor antagonism; P21728; AID 504652; HEK293 TREx D1 cells, calcium flux, dopamine EC80; hits give low values; activity change, negative = inhibition, % at 10 µM; 360,000 tested, 3.2% active; in the data active = activity change below about -30%; note: % is set by controls: 0 for no effect and ±100 for the full control effect
Target sequence (P21728 whole entry, looked up): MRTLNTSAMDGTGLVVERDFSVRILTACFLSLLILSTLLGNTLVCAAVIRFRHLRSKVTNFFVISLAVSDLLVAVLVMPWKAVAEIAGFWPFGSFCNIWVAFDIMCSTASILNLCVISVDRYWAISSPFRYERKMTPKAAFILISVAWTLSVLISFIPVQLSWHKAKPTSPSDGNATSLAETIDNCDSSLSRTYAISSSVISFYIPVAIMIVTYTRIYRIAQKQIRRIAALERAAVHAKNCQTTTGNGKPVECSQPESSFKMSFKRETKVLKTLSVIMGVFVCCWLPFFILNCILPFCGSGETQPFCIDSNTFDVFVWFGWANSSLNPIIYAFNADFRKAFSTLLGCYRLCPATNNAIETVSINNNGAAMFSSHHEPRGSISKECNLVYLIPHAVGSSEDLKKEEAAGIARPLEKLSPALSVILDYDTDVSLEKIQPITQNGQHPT
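Using tetracycline-induced force-coupled D1 Hek293 cells and a calcium dye, signals were followed for 180 s after compound, then for 180 s after EC80 dopamine, to detect inhibitors.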
D2 agonist: agonists of human D2 dopamine receptor; P14416; AID 485358; 340,000 tested, 0.53% active; HEK293 T-REx D2 cells, calcium flux agonist mode; activation, % at 2 µM;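 active = activation over 3 SD above normal in the single-dose calcium agonist read, cut at about 30% in these data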; note: 0% is about no effect
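Agonism scored from kinetic calcium signal (1 read/sec, 180 s) following compound pin transfer, after a 10 s baseline. Cells: HEK293 Trex line expressing inducible D2 receptor coupled to calcium, dye-loaded after overnight culture at 30 C.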
D2 potentiator: D2 dopamine receptor (human) potentiation; potentiation, % at 10 µM; P14416; 340,000 tested, 0.34% active; HEK293 T-REx D2, calcium flux, EC20 dopamine potentiation;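 active = potentiation over 3 SD above the plate norm, cut at about 30% in these data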; note: 0% is about no effect
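Tetracycline-induced HEK293 T-REx cells force-coupled to calcium signalling expressed D2; compounds were pin-added after a 10 s baseline, read kinetically 180 s, then an EC20 dopamine challenge followed with a further 180 s calcium read.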
D2 antag: D2 dopamine receptor (human) antagonism; P14416; HEK293 TREx D2 cells, calcium flux, dopamine EC80; inhibition, % at 10 µM; 340,000 tested, 2% active; AID 485344; in the data active = inhibition above about 30%; note: 0% is about no effect
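Dopamine at EC80 is the agonist stimulus; test compounds precede it by 180 s. Calcium flux read kinetically in a force-coupled, inducible HEK293 T-REx D2 cell line.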
TRHR enhancer: allosteric enhancers of human TRH receptor; AID 493056; 360,000 tested, 0.66% active; TRHR cells, fluo-8 calcium fluorescence, EC20 TRH enhancement; enhancement, % at 2 µM; P34981; in the data active = enhancement above about 30%; note: 0% is about no effect
Target sequence (P34981 whole entry, looked up): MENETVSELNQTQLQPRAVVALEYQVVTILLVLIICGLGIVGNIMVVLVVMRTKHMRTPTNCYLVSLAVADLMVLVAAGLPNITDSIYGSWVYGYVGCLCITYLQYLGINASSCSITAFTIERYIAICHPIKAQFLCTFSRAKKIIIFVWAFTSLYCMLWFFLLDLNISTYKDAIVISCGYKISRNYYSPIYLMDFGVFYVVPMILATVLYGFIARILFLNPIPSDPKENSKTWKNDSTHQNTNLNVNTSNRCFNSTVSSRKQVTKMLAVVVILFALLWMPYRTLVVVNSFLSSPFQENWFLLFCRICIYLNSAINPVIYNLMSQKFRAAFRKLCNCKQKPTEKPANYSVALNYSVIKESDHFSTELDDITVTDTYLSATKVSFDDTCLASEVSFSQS
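Enhancer read-out: after compound pinning and an initial kinetic agonist-mode read, an EC20 of TRH (10 nM final) was injected and fluo-8 calcium signal (Ex 480/Em 530) followed at 1 s/cycle for 100 cycles in TRHR-expressing cells.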
D1 potentiator: enhances dopamine response at the human D1 receptor; HEK293 TREx D1 cells, calcium flux, dopamine EC20 potentiation; P21728; potentiation, % at 10 µM; 360,000 tested, 0.036% active; in the data active = potentiation above about 30%; note: 0% is about no effect
D1 agonist: agonists of human D1 dopamine receptor. HEK293 T-REx D1 cells, calcium flux, agonist mode. activation, % at 2 µM. 360,000 tested, 1% active; note: 0% is about no effect
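Agonism was scored from calcium flux recorded over 180 s (1 read/s) after pintool compound addition, following a 10-cycle baseline. Cells were inducible force-coupled HEK293 TREx D1, plated overnight at 30 C and loaded with no-wash calcium dye.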
RXFP1 antagonist: blocks the human relaxin receptor RXFP1; AID 1259400; HEK293-RXFP1, relaxin-stimulated cAMP HTRF, 30 min; hits give low values; Q9HBX9; activity change, negative = inhibition, % at 57.5 µM; 350,000 tested, 0.59% active;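 active = activity change of -60% or lower, but not beyond a set lower limit; inconclusive = change between -60% and -40%, or beyond the set limit; inactive = change above -40%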; note: % is set by controls: 0 for no effect and ±100 for the full control effect
TRHR ag: TRH receptor (human) agonism. P34981. TRHR cells, calcium flux fluo-8, FDSS agonist mode. activation, % at 2 µM. 360,000 tested, 0.18% active. AID 493084; note: 0% is about no effect
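Read-out: compound-evoked intracellular calcium rise in TRHR cells, fluo-8 dye, kinetic FDSS fluorescence at 1 s/cycle following a 10-cycle baseline. Cells cultured overnight before dye loading (30 min–1.5 h, RT).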
The depositor's hits bear a star; ? = inconclusive; · = not tested or not shown; & = joins results of further samples; ! = a repeat was not active. Cut-off read from the data, not from the text of the source, unless noted: active = activation above about 30%; inactive = the rest.

1) O=C(Oc1ccc(Cl)cc1)c1ccc(N2CCOCC2)c([N+](=O)[O-])c1
2) CC(C)C(NC(=O)CSc1ccc(Cl)cc1)C(C)C
3) CCOc1ccccc1C1C(C(=O)Nc2ccccc2)=C(C)Nc2nc(-c3ccccc3)nn21 (stereo not drawn)
4) COc1ccc(C(=O)NCc2ccc3c(c2)OCO3)cc1S(=O)(=O)N(C)Cc1ccccc1
5) O=C(Nc1cccc(C(=O)Nc2ccc(Br)cc2)c1)c1ccccc1
6) COc1ccc(N2C(=O)CC(SCC(=O)O)C2=O)cc1 (stereo not drawn)

Compound,1,2,3,4,5,6
D1 antag,-17.7,6.6,-5.6,-0.3,-21.8,-5.5
D2 agonist,0.1,-0.2,-2.0,0.4,·,0.1
D2 potentiator,2.1,11.8,6.7,-8.1,·,-5.8
D2 antag,-1.2,2.4,·,3.6,·,-10.0
TRHR enhancer,25.8,-1.4,-5.4,-2.7,-6.1,-0.2
D1 potentiator,2.5,-6.8,-2.8,-6.1,-10.3,-1.4
D1 agonist,2.7,0.0,0.6,7.1,18.6,1.9
RXFP1 antagonist,3.4,6.3,·,3.0,-12.4,-5.1
TRHR ag,0.4,-0.4,-0.2,0.4,-0.6,0.8

7) O=c1cc(CSc2ncn[nH]2)[nH]c2c(Cl)cccc12
8) Cc1ccc(S(=O)(=O)N2CCC(C(=O)Nc3cc(C(F)(F)F)ccc3N3CCOCC3)CC2)cc1C
9) Clc1ccc2nc(CSc3ncn[nH]3)cn2c1
10) O=C(Nc1ccc(Cl)cc1)N1CCC(c2ccccc2)C1 (stereo not drawn)
11) Cc1ccccc1C(=O)Nc1c(C(=O)Nc2cccc(F)c2)oc2ccccc12
12) CCOc1ccc2c3c(c(=O)oc2c1OCC)CCCC3

Compound,7,8,9,10,11,12
D1 antag,-19.5,-6.8,-8.9,-33.1*!,6.7,-6.0
D2 agonist,-0.7,·,0.2,-0.8&-0.4,·,-0.6
D2 potentiator,11.0,·,0.2,-8.7&-6.7,-13.6,5.8
D2 antag,·,·,3.3,2.1,·,-4.0
TRHR enhancer,1.8,-6.1,-7.3,-7.6&-10.1,19.0,2.6
D1 potentiator,-0.8,-10.5,-2.2,-10.3&-4.8,-1.3,-0.6
D1 agonist,1.2,2.7,2.9,10.0&8.4,3.8,0.0
RXFP1 antagonist,-2.9,11.1,-5.3,-10.0&-17.8,·,-0.8
TRHR ag,0.1,0.0,-0.1,-1.2&0.6,0.9,1.6

13) CCn1cc(C(=O)OCC(=O)Nc2cc(Cl)ccc2C)c(=O)c2ccc(C)nc21
14) CC(C)(C)Nc1nc(-c2ccccn2)nc2ccccc12
15) COc1ccccc1C(=O)Nn1cnnc1
16) N#CCN(C(=O)COC(=O)CCCNC(=O)c1ccc(Cl)cc1)c1ccccc1
17) COc1ccc([N+](=O)[O-])c2c(=O)ccoc12
18) CCn1cc([N+](=O)[O-])c(C(=O)Nc2ccc3c(c2)OCCO3)n1

Compound,13,14,15,16,17,18
D1 antag,-0.8,16.1,-2.1,2.2,-2.4,-75.2*
D2 agonist,-0.2,-0.7,1.0,0.1,0.1,1.0
D2 potentiator,-6.5,-7.3,3.5,2.1,-6.5,-13.0
D2 antag,·,1.5,25.6,-10.7,-3.0,69.2*
TRHR enhancer,12.6,-3.4,6.0,7.9,0.9,-14.7
D1 potentiator,0.9,9.8,5.4,-11.0,2.2,-7.0
D1 agonist,-1.9,4.5,6.8,4.8,0.2,0.0
RXFP1 antagonist,·,8.3,5.7,-2.4,-9.9,14.2
TRHR ag,-1.4,-0.5,0.6,-1.4,-0.4,-1.2

19) COc1ccc(/C=N/N2C(C)CCCC2C)cc1O (stereo not drawn)
20) Clc1ccc(-c2csc(-c3nc(-c4ccc(Br)s4)cs3)n2)cc1
21) O=C(Nc1cccs1)Nc1c(F)c(F)c(F)c(F)c1F
22) CCOC(=O)c1c(NC(=O)C2CCCCC2C(=O)O)sc2c1CCCCC2 (stereo not drawn)
23) COc1ccc(-c2cn3c(n2)sc2cc(C(=O)NCCc4ccccc4)ccc23)cc1
24) Cc1ccc(NS(=O)(=O)c2cccc(C(=O)N3CCCC(C)C3)c2)cc1 (stereo not drawn)

Compound,19,20,21,22,23,24
D1 antag,-1.6,-2.1,-19.8,·,-8.3,-8.3
D2 agonist,-0.1,·,3.1,-1.6,0.7,·
D2 potentiator,-7.3,2.6,11.8,-2.1,-9.2,-0.6
D2 antag,5.5,·,5.4,24.3,·,·
TRHR enhancer,-4.4,-3.6,-7.1,-1.1,13.6,6.7
D1 potentiator,-8.5,1.5,-3.1,-0.8,-0.6,0.6
D1 agonist,0.2,-0.7,19.8,2.7,1.0,7.3
RXFP1 antagonist,-8.4,-5.0,-0.3,-20.3,14.0,2.9
TRHR ag,0.4,0.8,1.8,-0.8,-0.4,-0.1

25) COC(=O)C(NNc1ccc(F)cc1)(NC(=O)c1ccccc1)C(F)(F)F (stereo not drawn)
26) O=C(C1CCC1)N1CCN(S(=O)(=O)c2ccc(Br)cc2Cl)CC1
27) CCOn1c(SC(C)C)nc2ccccc2c1=O
28) N#Cc1cnn2c3c(cnc12)C(=O)N1CCc2ccccc2C1C3 (stereo not drawn)
29) CCOCCn1ccc2c(OCC(=O)Nc3ccc(OC)cc3OC)cccc2c1=O
30) COc1ncccc1C(=O)N1CCC(n2nccc2NC(=O)CC(C)C)CC1

Compound,25,26,27,28,29,30
D1 antag,-0.5,-1.1,·,7.7,-17.4,-0.6
D2 agonist,-1.1,0.0,0.0,3.4,1.2,-1.2
D2 potentiator,-1.7,-2.9,1.1,5.4,-9.1,10.6
D2 antag,-3.8,-8.4,1.8,13.7,3.9,7.6
TRHR enhancer,2.2,19.6,3.5,-7.6,2.2,0.8
D1 potentiator,1.0,-1.3,2.0,0.8,1.2,2.6
D1 agonist,-1.5,10.0,-1.4,3.7,-2.2,3.3
RXFP1 antagonist,·,10.1,-6.4,-27.8,-14.9,-3.0
TRHR ag,0.7,0.1,-0.7,0.3,-1.1,0.9

31) CCOC(=O)c1c(C)oc2nc(C)nc(N3CCN(c4cc(Cl)ccc4C)CC3)c12
32) CC(NC(=O)c1cccc(Cl)c1)C1CC2CCC1C2 (stereo not drawn)
33) CCc1nn2c(=O)cc(COc3ccc(/C=C(\C#N)C(=O)Nc4ccc(F)cc4)cc3OC)nc2s1
34) CC12CCC(C(=O)Nc3nc4ccc(Br)cc4s3)(OC1=O)C2(C)C (stereo not drawn)
35) O=C(COc1ccc(F)cc1Cl)Nc1cccc(S(=O)(=O)N2CCCCCC2)c1
36) O=C(CSc1nnc(CNC(=O)C23CC4CC(CC(C4)C2)C3)n1-c1ccccc1)Nc1ccccc1

Compound,31,32,33,34,35,36
D1 antag,-10.5,-4.5,-9.4,12.1,-22.4,8.4
D2 agonist,·,-2.8,-1.1,0.5,1.8,0.4
D2 potentiator,-3.4,28.8,6.0,10.1,1.0,11.3
D2 antag,·,-6.0,·,9.5,-29.5,-2.7
TRHR enhancer,20.6,-5.5,4.1,2.9,7.7,7.9
D1 potentiator,-4.0,-10.3,-1.1,-2.5,·,-1.2
D1 agonist,0.3,5.5,5.9,2.1,27.8,5.9
RXFP1 antagonist,-7.0,-4.4,·,?,-6.1,2.0
TRHR ag,1.0,-1.3,-1.3,0.5,1.3,-0.3

37) O=C(COC(=O)/C=C/c1ccc2c(c1)OCO2)NC1CCS(=O)(=O)C1 (stereo not drawn)
38) CSCCC(NC(=O)c1ccccc1)C(=O)NCc1ccco1 (stereo not drawn)
39) Cc1c(NC(=O)COC(=O)c2c3c(nc4ccccc24)CCCC3)c(=O)n(-c2ccccc2)n1C
40) COC1=C(Nc2ccccc2OC)C(=O)c2ccccc2C1=O
41) Cc1ccc(-c2nc(-c3cccnc3)sc2CC(=O)Nc2ccc(C)c(Cl)c2)cc1
42) Cc1nc(SCC(=O)O)c(C#N)c(C)c1CC(=O)c1ccccc1

Compound,37,38,39,40,41,42
D1 antag,4.8,-6.0,-5.2,-5.4,0.3,-19.0
D2 agonist,-0.2,0.0,-0.3,0.0,1.2,0.4
D2 potentiator,4.6,9.6,4.4,-3.0,-24.7,3.5
D2 antag,7.0,17.6,-8.3,4.6,-12.3,-16.5
TRHR enhancer,-1.3,17.3,3.7,6.9,-3.7,3.5
D1 potentiator,-2.4,0.9,0.8,-2.8,-2.1,2.4
D1 agonist,4.3,0.0,-0.3,1.5,5.1,0.7
RXFP1 antagonist,0.1,15.4,-1.0,-17.8,·,-9.1
TRHR ag,0.4,0.3,-0.2,0.2,0.8,2.9

43) NC(=O)c1sc2nc3c(c(-c4cccs4)c2c1N)CCCC3
44) S=C(Nc1ccccc1)N1CCN(Cc2ccccc2)CC1
45) COc1ccc(C(=O)OCc2cc(C)ccc2C)cc1S(=O)(=O)N1CCCC1
46) COc1ccc(-n2c(C)csc2=S)cc1
47) COc1cc(C=Nc2c(C)cc(C)cc2C)ccc1OC(C)=O
48) COc1ccccc1C(=O)NCC(=O)N/N=C/c1cc(Br)ccc1OCc1ccccc1

Compound,43,44,45,46,47,48
D1 antag,15.4,-1.7,-4.3,-14.2,-5.0,4.3
D2 agonist,0.6,0.9,0.3,-0.2,-0.3,-0.1
D2 potentiator,-1.5,-0.6,-0.7,-1.6,-1.6,-12.6
D2 antag,10.9,-7.7,-2.5,6.7,6.8,-0.1
TRHR enhancer,-0.2,6.2,-0.8,-1.1,1.7,5.2
D1 potentiator,0.7,-1.3,-6.4,-6.2,4.1,-0.5
D1 agonist,1.0,3.6,3.9,1.2,2.4,8.7
RXFP1 antagonist,·,-3.7,3.8,-5.9,7.8,-3.0
TRHR ag,0.3,0.1,0.2,-0.4,-0.4,-0.6

Of the compounds above, these contain a thiophene ring, fused or not:
20) Clc1ccc(-c2csc(-c3nc(-c4ccc(Br)s4)cs3)n2)cc1
21) O=C(Nc1cccs1)Nc1c(F)c(F)c(F)c(F)c1F
22) CCOC(=O)c1c(NC(=O)C2CCCCC2C(=O)O)sc2c1CCCCC2 (stereo not drawn)
43) NC(=O)c1sc2nc3c(c(-c4cccs4)c2c1N)CCCC3

Compound,20,21,22,43
D1 antag,-2.1,-19.8,·,15.4
D2 agonist,·,3.1,-1.6,0.6
D2 potentiator,2.6,11.8,-2.1,-1.5
D2 antag,·,5.4,24.3,10.9
TRHR enhancer,-3.6,-7.1,-1.1,-0.2
D1 potentiator,1.5,-3.1,-0.8,0.7
D1 agonist,-0.7,19.8,2.7,1.0
RXFP1 antagonist,-5.0,-0.3,-20.3,·
TRHR ag,0.8,1.8,-0.8,0.3

More structures follow:
49) O=C(COC(=O)CCc1c[nH]c2ccccc12)Nc1ccccc1C(F)(F)F
50) CCC(=O)Nc1ccc(Nc2ccccc2)cc1
51) Cc1ccccc1-c1nc(CS(=O)CC(=O)NCc2ccccc2)c(C)o1 (stereo not drawn)
52) COc1ccc(C(=O)O/N=C(\N)c2ccccc2Cl)cc1OC

Compound,49,50,51,52
D1 antag,0.2,-1.3,-10.0,3.2
D2 agonist,-1.0,0.5,-0.9,-0.8
D2 potentiator,-8.2,-2.4,-10.3,-4.5
D2 antag,7.9,-6.0,10.9,-1.6
TRHR enhancer,4.3,2.7,-6.2,0.0
D1 potentiator,2.1,-4.4,-2.5,-1.8
D1 agonist,4.8,1.7,1.3,2.7
RXFP1 antagonist,-3.9,-0.6,6.9,-15.8
TRHR ag,-0.1,0.1,-0.3,-0.2
